High-throughput results (PubChem)
CHRM5 antagonist = blocks acetylcholine activation of human M5 receptor; AID 624040; 360,000 compounds, 0.59% hits; CHO-hM5 cells, Fluo-8 calcium fluorescence, ACh EC80; P08912; inhibition, % at 3 µM;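 active means inhibition above a per-plate cutoff, the mean of that plate's test compounds plus 3 SD, cut at about 27% in these data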;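 further: 0% = acetylcholine EC80 with DMSO and 100% = DMSO without agonist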
Target sequence (P08912 whole entry, looked up): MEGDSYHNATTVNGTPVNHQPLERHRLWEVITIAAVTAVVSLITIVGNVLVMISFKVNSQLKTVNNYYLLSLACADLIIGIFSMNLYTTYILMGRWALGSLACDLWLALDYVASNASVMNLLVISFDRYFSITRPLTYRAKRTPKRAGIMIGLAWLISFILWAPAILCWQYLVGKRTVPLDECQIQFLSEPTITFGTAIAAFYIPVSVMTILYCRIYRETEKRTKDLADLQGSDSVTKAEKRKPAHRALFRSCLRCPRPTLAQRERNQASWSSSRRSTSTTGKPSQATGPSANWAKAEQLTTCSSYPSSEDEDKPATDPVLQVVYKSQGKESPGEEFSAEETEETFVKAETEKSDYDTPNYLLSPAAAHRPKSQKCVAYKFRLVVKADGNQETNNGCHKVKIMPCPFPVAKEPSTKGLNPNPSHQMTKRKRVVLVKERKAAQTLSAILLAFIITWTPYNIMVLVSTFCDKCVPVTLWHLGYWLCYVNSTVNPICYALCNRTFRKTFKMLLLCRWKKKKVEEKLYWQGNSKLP
M1 ag = agonists of human M1 muscarinic receptor; P11229; CHO-K1 hM1, Fluo-8 calcium fluorescence, agonist mode; 0% DMSO, 100% acetylcholine EC100; activation, % at 3 µM; 360,000 compounds, 0.33% hits;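 active means activation above the run's mean compound activation plus 3 SD, cut at about 16% in these data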;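 further: peak over basal fluorescence ratio within a 140 s kinetic read after compound addition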
Target sequence (P11229 whole entry, looked up): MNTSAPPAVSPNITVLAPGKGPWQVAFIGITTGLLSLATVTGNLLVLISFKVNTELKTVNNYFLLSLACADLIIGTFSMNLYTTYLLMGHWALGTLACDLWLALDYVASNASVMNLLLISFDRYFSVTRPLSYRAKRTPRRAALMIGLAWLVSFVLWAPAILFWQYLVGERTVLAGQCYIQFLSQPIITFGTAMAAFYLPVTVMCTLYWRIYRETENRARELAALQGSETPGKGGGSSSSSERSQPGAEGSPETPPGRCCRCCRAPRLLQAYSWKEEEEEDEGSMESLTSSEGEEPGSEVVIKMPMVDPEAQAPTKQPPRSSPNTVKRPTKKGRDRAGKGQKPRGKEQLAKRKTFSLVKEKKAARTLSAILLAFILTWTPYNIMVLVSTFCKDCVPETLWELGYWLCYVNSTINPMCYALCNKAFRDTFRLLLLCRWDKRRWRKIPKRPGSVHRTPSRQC
CHRM4 agonist = agonists of human muscarinic M4 receptor (CHRM4); P08173; CHO-K1 hM4/Gqi5, Fluo-8 calcium fluorescence; vehicle 0%, full acetylcholine response 100%; activation, % at 3 µM; 360,000 compounds, 0.14% hits; AID 624127;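 active means activation above the run mean over all test wells plus 3 SD, cut at about 32% in these data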;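 further: peak over basal fluorescence ratio per well then scaled between controls; 0% = DMSO wells and 100% = acetylcholine at EC100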
CHRM4 antagonist = blocks acetylcholine activation of human M4 receptor. CHO-hM4 cells, ACh EC80, Fluo-8 calcium fluorescence. P08173. 360,000 compounds, 0.73% hits. inhibition, % at 3 µM. AID 624125;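 active means inhibition above its plate's cutoff, the mean inhibition of sample wells plus 3 SD, cut at about 27% in these data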;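 further: 0% = acetylcholine EC80 with DMSO and 100% = DMSO without agonist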
TAAR1 agonist = human TAAR1 agonism. AID 624467. activation, % at 3 µM. 360,000 compounds, 0.99% hits. CHO RD-HGA16 TAAR1, Fluo-8 calcium fluorescence; vehicle wells 0%, saturating PEA agonist 100%;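 active means activation above the mean activation of all test compounds in the run plus 3 SD, cut at about 38% in these data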
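System: CHO RD-HGA16 cells carrying human TAAR1 plus Gα16; Incubation: 17-24 h seeding, 75 min 37 °C dye, 30 min RT; Measured by: Fluo-8 fluorescence, 5 s baseline then 140 s kinetic read; Control set: DMSO and PEA EC100; Replication: single well for each compound.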
M1 antag = blocks human M1 muscarinic receptor. P11229. CHO-K1 hM1, Fluo-8 calcium fluorescence, ACh EC80 antagonist. inhibition, % at 3 µM. 360,000 compounds, 1.3% hits;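 active means percent inhibition above its own plate's cutoff, namely the mean of that plate's compound wells plus 3 SD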;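 further: peak over basal fluorescence ratio during 140 s after agonist addition; 0% = ACh EC80 plus DMSO and 100% = DMSO alone without agonist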
M1 PAM = positive allosteric modulators of human M1 muscarinic receptor; 360,000 compounds, 0.088% hits; activation, % at 3 µM; CHO-K1 hM1, Fluo-8 calcium fluorescence, ACh EC20; 0% = ACh EC20, 100% = maximal ACh; in the data active means activation above about 19%, passing the limit was not always enough
M5 ag = CHRM5 agonism in calcium assay; P08912; CHO-K1 hM5 cells, Fluo-8 calcium fluorescence; 0% DMSO wells, 100% maximal acetylcholine response; activation, % at 3 µM; 360,000 compounds, 0.19% hits;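 active means activation above the run's mean over test compounds plus 3 SD, cut at about 23% in these data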;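 further: signal is peak over basal fluorescence ratio across the kinetic read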
CHRM5 PAM = CHRM5 positive allosteric modulation; 360,000 compounds, 0.3% hits; activation, % at 3 µM; AID 624038; P08912; CHO-K1 hM5, Fluo-8 calcium, ACh EC20 PAM; 0% = ACh EC20, 100% = ACh EC100;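 active means activation above the run cutoff, the mean activation of all test compounds plus 3 SD, cut at about 18% in these data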
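Test system: CHO-K1 hM5 cells / Doses: single-point, 3 µM nominal / Times: Post-acetylcholine fluorescence recording 140 s / Technique: Fluo-8 calcium fluorescence / Measure: Max/basal fluorescence ratio as % of EC20–EC100 ACh window / Benchmarks: low control EC20 acetylcholine (0%), high control EC100 acetylcholine (100%) / Replicates: one well per compound, no replicates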
* = called active by the depositor; x = not tested or not shown.

SMILES | CHRM5 antagonist | M1 ag | CHRM4 agonist | CHRM4 antagonist | TAAR1 agonist | M1 antag | M1 PAM | M5 ag | CHRM5 PAM
CCC(C)(C)NC(=O)C(c1ccco1)N(C(=O)c1csnn1)c1cccc(F)c1 (stereo not drawn) | -5 | -2 | -2 | -2 | 2 | -2 | 4 | 1 | 8
Nc1ccccc1Oc1ccc2ccccc2c1 | -1 | -4 | -1 | 1 | 10 | -1 | 3 | 2 | 2
CSc1ccc2nnc(-c3cccc(F)c3)n2n1 | 4 | -6 | 1 | 1 | 10 | 3 | 2 | 1 | 4
COc1cc(/C=N/NC(=O)c2ccc([N+](=O)[O-])cc2Cl)cc(Br)c1O | -5 | -6 | 1 | -2 | 2 | -7 | 10 | 1 | 1
CC1(C(=O)NCc2ccc(Cl)c(Cl)c2)Oc2cccnc2NC1=O (stereo not drawn) | 10 | 4 | 9 | 15 | 53* | 19 | -11 | 12 | -8
Cc1cccc(-c2cnn(-c3ccccc3)c2N)c1 | 4 | -2 | 2 | 6 | 0 | -2 | 3 | -6 | -5
CC(C)[C@@H]1CC[C@@H](C)C[C@H]1O | 2 | -1 | 1 | -4 | 4 | -28 | 3 | 1 | 0
O=C(CNC(=O)C12CC3CC(CC(C3)C1)C2)OCC(=O)N1CCCCC1 | 0 | -2 | 0 | -11 | 3 | 4 | -3 | -1 | 0
CCNS(=O)(=O)c1ccc(NC(=O)c2cc(C(F)(F)F)nn2C)cc1 | -2 | -3 | 4 | 8 | 6 | -16 | 10 | -2 | -5
CC1(C(=O)NCc2ccccc2)CSCC(=O)N1Cc1cccc(C(F)(F)F)c1 (stereo not drawn) | 4 | x | 12 | -8 | 2 | x | x | 1 | -4
O=C(NCc1ccccn1)C1CCCN(Cc2cnn(-c3ccccc3)c2-n2cccc2)C1 (stereo not drawn) | 3 | -5 | 2 | -8 | x | -7 | 0 | -6 | 0
COC(=O)c1ccc(N2CCN(S(=O)(=O)c3c(C)cc(C)cc3C)CC2)c([N+](=O)[O-])c1 | 6 | -2 | 0 | 1 | 5 | -6 | 2 | -5 | -3
COc1ccccc1NC(=S)NC(=O)CCCOc1ccc(Cl)cc1Cl | -4 | -3 | 0 | 7 | 6 | -2 | -7 | 2 | 6
CC(C)=CCC/C(C)=C/C=N/NC(=O)c1ccc([N+](=O)[O-])cc1 | -6 | -5 | 0 | -13 | 2 | -3 | 2 | 0 | 6
CNc1ccc2ncc(-c3cccc(C(=O)N(C)C)c3)n2n1 | 3 | -6 | 1 | 7 | 1 | -12 | 8 | -2 | -6
CC1CCN(CC(=O)N2CCCc3c2c(=O)oc2ccc(OCc4ccccc4)cc32)CC1 | 3 | -6 | -3 | -5 | 2 | 49* | -23 | -7 | -6
COc1ccc(NC(=O)N2CCC(Cc3ccccc3)CC2)cc1 | 5 | -5 | 3 | 9 | 1 | -3 | 4 | 0 | -2
CCOC(=O)c1sc(-c2ccc(C)cc2)c(C#N)c1C | -3 | -5 | 0 | 2 | 1 | 0 | 4 | -2 | -2
Cc1ccc(NC(=O)NCC2CCN(Cc3cccc(Cl)c3)CC2)c(Cl)c1 | 2 | -4 | 1 | -11 | 7 | -2 | 0 | -7 | 11
CC(=O)Nc1ccc(S(=O)(=O)Nc2ccc(-n3cnnn3)cc2)cc1 | 15 | 0 | 1 | 12 | 1 | -6 | 7 | -1 | 6
Cc1ccc(CCNC(=O)C23C[C@H]4C[C@@H](C2)CC(n2nnc(C)n2)(C4)C3)cc1 | 1 | -4 | 3 | -5 | 1 | -3 | 1 | -2 | 5
COc1ccc(C(=O)NN/C(C)=C/C(=O)C(F)(F)C(F)(F)C(F)(F)F)cc1 | 1 | -6 | 0 | -5 | 0 | 1 | -8 | -4 | 0
CC(=O)/C(N=Nc1cc2c(c([N+](=O)[O-])c1C)C(C)(C)CC2(C)C)=C(\C)O | -5 | 5 | 1 | -13 | -1 | -11 | 6 | 1 | 10
CCc1nc2c(OCCn3cccc3)cccn2c1N(C)C(=O)c1ccco1 | 1 | -6 | 0 | -2 | 0 | -7 | 3 | 0 | -5

The list goes on; it opens with the 2 that closed the last part.
SMILES | CHRM5 antagonist | M1 ag | CHRM4 agonist | CHRM4 antagonist | TAAR1 agonist | M1 antag | M1 PAM | M5 ag | CHRM5 PAM
CC(=O)/C(N=Nc1cc2c(c([N+](=O)[O-])c1C)C(C)(C)CC2(C)C)=C(\C)O | -5 | 5 | 1 | -13 | -1 | -11 | 6 | 1 | 10
CCc1nc2c(OCCn3cccc3)cccn2c1N(C)C(=O)c1ccco1 | 1 | -6 | 0 | -2 | 0 | -7 | 3 | 0 | -5
Cc1ccc(NC(=O)Cn2nc(-c3ccccc3)nc2-c2ccccc2)c(C)c1 | -12 | -5 | 1 | 2 | 2 | 6 | -4 | -1 | 4
O=C(O)c1cnn(-c2nc(-c3cccc(F)c3)cs2)c1C(F)(F)F | -2 | -12 | 0 | 3 | 2 | 5 | 3 | -5 | -6
CCOC(=O)c1cc2ccc(OC)c(OC)c2c(=O)s1 | 2 | -3 | 1 | 16 | -1 | 2 | -1 | 2 | 4
Fc1ccc(/C=N/n2c(-c3cccs3)n[nH]c2=S)cc1 | 1 | -2 | 0 | 3 | -1 | -5 | 6 | -3 | 3
CCN(CC(=O)Nc1c(F)cccc1F)C(=O)CSc1nc2ccccc2o1 | 5 | -2 | 3 | -6 | 2 | -7 | 7 | 3 | 2
c1ccc(C(CN2CCCCC2)Oc2ccccn2)cc1 (stereo not drawn) | 24 | -5 | 3 | 35* | 0 | 83* | -27 | -11 | -39
COCCn1c(SCC(=O)Nc2ccccc2)nc2c1c(=O)[nH]c(=O)n2C | 3 | -5 | 1 | -4 | 1 | 8 | -6 | -1 | -2
CC(OC(=O)c1cc2sccc2n1C)C(=O)NCCc1ccccc1 (stereo not drawn) | 5 | -7 | 0 | -8 | -2 | 3 | -2 | -2 | 1
O=C(Nc1cccc2ncccc12)c1cc([N+](=O)[O-])ccc1Cl | -3 | 1 | 3 | 8 | 3 | -12 | 5 | -1 | -1
CN(C)CCN1CCN(C2CN(Cc3cn(Cc4ccc(C(F)(F)F)cc4)nn3)S(=O)(=O)C2)CC1 (stereo not drawn) | -1 | x | 0 | -5 | 1 | x | x | 1 | 0
CCCCCn1c(SCC(=O)c2ccccc2)nc2cc(C(=O)NCc3ccco3)ccc2c1=O | 1 | -1 | 2 | 9 | 0 | -13 | 8 | 2 | 1
CCOc1ccccc1NC(=O)c1cc(S(=O)(=O)N2CCOCC2)ccc1C | 10 | -4 | 3 | -5 | 1 | 14 | -2 | -2 | -2

One compound at a time, from the list above. Screens in order: CHRM5 antagonist, M1 ag, CHRM4 agonist, CHRM4 antagonist, TAAR1 agonist, M1 antag, M1 PAM, M5 ag, CHRM5 PAM
Cc1ccc(NC(=O)Cn2nc(-c3ccccc3)nc2-c2ccccc2)c(C)c1 as listed: -12, -5, 1, 2, 2, 6, -4, -1, 4
CCCCCn1c(SCC(=O)c2ccccc2)nc2cc(C(=O)NCc3ccco3)ccc2c1=O as listed: 1, -1, 2, 9, 0, -13, 8, 2, 1

Retrieved by compound from the entries so far (7):
SMILES | CHRM5 antagonist | M1 ag | CHRM4 agonist | CHRM4 antagonist | TAAR1 agonist | M1 antag | M1 PAM | M5 ag | CHRM5 PAM
CC(OC(=O)c1cc2sccc2n1C)C(=O)NCCc1ccccc1 (stereo not drawn) | 5 | -7 | 0 | -8 | -2 | 3 | -2 | -2 | 1
c1ccc(C(CN2CCCCC2)Oc2ccccn2)cc1 (stereo not drawn) | 24 | -5 | 3 | 35* | 0 | 83* | -27 | -11 | -39
O=C(Nc1cccc2ncccc12)c1cc([N+](=O)[O-])ccc1Cl | -3 | 1 | 3 | 8 | 3 | -12 | 5 | -1 | -1
Fc1ccc(/C=N/n2c(-c3cccs3)n[nH]c2=S)cc1 | 1 | -2 | 0 | 3 | -1 | -5 | 6 | -3 | 3
CN(C)CCN1CCN(C2CN(Cc3cn(Cc4ccc(C(F)(F)F)cc4)nn3)S(=O)(=O)C2)CC1 (stereo not drawn) | -1 | x | 0 | -5 | 1 | x | x | 1 | 0
CCOc1ccccc1NC(=O)c1cc(S(=O)(=O)N2CCOCC2)ccc1C | 10 | -4 | 3 | -5 | 1 | 14 | -2 | -2 | -2
Cc1ccc(NC(=O)Cn2nc(-c3ccccc3)nc2-c2ccccc2)c(C)c1 | -12 | -5 | 1 | 2 | 2 | 6 | -4 | -1 | 4

Continued:
SMILES | CHRM5 antagonist | M1 ag | CHRM4 agonist | CHRM4 antagonist | TAAR1 agonist | M1 antag | M1 PAM | M5 ag | CHRM5 PAM
CC1CCCC(NS(=O)(=O)c2cc(Br)cnc2N)C1C (stereo not drawn) | 7 | -4 | 3 | 7 | 1 | 4 | -6 | -7 | -10
O=C(N1CCOCC1)N1CCN(c2ccccc2)CC1 | 2 | -3 | 1 | 2 | 10 | -9 | 9 | -2 | -3
Cc1ccc(C(=O)N/C(=C/c2cccs2)C(=O)NCC2CCCO2)cc1 (stereo not drawn) | 4 | -6 | 1 | 0 | 12 | 1 | 2 | -3 | -1
COc1cc(C(=O)Oc2c(OC)cc(C(=S)N3CCOCC3)cc2OC)cc(OC)c1OC | 15 | 1 | -1 | 2 | 2 | -5 | 5 | 1 | 4
COc1ccccc1CNc1ncc(-c2ccc(F)cc2)n1C | -1 | -11 | 1 | -1 | 3 | 45* | -26 | -7 | 0
CCOc1ccc(-c2cccc(NS(=O)(=O)c3ccccc3[N+](=O)[O-])c2)nn1 | -1 | -7 | 2 | -10 | -1 | -17 | 7 | 0 | 3
COc1ccc(OC)c(C2C3=C(N=C4SCC(=O)N42)c2ccccc2CC3)c1 (stereo not drawn) | 0 | -4 | 1 | 3 | 4 | 7 | -3 | -3 | 3
COc1cccc(CNC(=O)C2CSC3(C)CCC(=O)N23)c1 (stereo not drawn) | 5 | -2 | 1 | -7 | 0 | -8 | 8 | 2 | 1
CCN(CC(=O)Nc1c(F)cccc1F)C(=O)CSc1nnc(-c2ccco2)n1CC | 12 | -2 | 1 | 0 | 1 | -10 | 7 | 0 | -3
Cc1cc(N/C(=N/S(=O)(=O)c2ccc(F)cc2)c2ccccc2)n(-c2ccccc2)n1 | 3 | -8 | 0 | -7 | 9 | 1 | 2 | -2 | -1
COc1cccc(C2=NOC(C(=O)Nc3ccc(OC)c(OC)c3)C2)c1 (stereo not drawn) | 8 | -1 | 5 | 8 | 7 | -5 | 5 | 3 | -7
CCN1CCN(Cc2ccc(NC(=O)Nc3cccs3)cc2)CC1 | -2 | -4 | 1 | 0 | 8 | -7 | 4 | -3 | 2
O=C(O)c1ccc(-n2nnnc2SCc2ccccc2)cc1 | -1 | -4 | 0 | 10 | 6 | 5 | 5 | -1 | -2
CCc1cc[n+](C(C(=S)Nc2cccc(C)c2)=C([O-])c2ccc(C)c([N+](=O)[O-])c2)cc1 | 2 | -8 | 1 | -7 | 2 | -4 | -4 | -9 | 12
O=S(=O)(c1ccc(-c2csc(-c3cccnc3)n2)cc1)N1CCCCC1 | 10 | -6 | 3 | 7 | 8 | 8 | -11 | -2 | -3

This is a subset. The share of hits here may be higher or lower than overall.
